Compound activity as filed in PubChem.
mIAP block = mouse IAP inhibition. purified mouse IAP, CDP-Star luminescence, 30 min. inhibition, % at 10 µM. 0.2% of 330,000 active. AID 2806;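 active means inhibition of at least 40% at 10 µM in the primary screen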;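 further: plate controls were DMSO with enzyme for no effect and no enzyme wells for full effect; values of inactives mirror those of a sister screen read the other way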
ATG4B inh = inhibitors of human ATG4B cysteine protease. 0.51% of 340,000 active. inhibition, % at 8.33 µM. Q9Y4P1. ATG4B cleavage of LC3-PLA2, NBD-HPC fluorescence, 1 h; in the data active means inhibition above about 40%
Target sequence (Q9Y4P1 whole entry, looked up): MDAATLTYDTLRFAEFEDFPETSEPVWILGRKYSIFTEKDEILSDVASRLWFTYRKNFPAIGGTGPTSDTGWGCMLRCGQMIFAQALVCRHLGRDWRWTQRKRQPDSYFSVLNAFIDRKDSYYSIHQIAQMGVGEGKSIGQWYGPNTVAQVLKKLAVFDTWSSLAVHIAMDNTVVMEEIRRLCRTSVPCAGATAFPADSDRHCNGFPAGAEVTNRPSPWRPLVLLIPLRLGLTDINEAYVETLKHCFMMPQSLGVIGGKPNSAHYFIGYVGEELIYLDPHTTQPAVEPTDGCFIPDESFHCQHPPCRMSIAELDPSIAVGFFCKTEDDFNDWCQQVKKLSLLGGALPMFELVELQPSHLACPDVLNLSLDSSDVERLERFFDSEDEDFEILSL
TIM10 inh = growth inhibitors of TIM10 yeast strain; 1.4% of 330,000 active; S. cerevisiae TIM10 strain growth, BacTiter-Glo luminescence, 24 h; inhibition, % at 10 µM; AID 463195;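 active means inhibition of 40% or more at the single tested concentration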;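 further: wild-type TIM10 isogenic control strain grown at permissive 25 °C; 0% = DMSO yeast wells and 100% = minimal medium wells without yeast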
Apaf1 inhib = human Apaf-1 inhibition; reconstituted apoptosome caspase-3 activity, DEVD-Rh110 fluorescence; inhibition, % at 20 µM; 0.71% of 330,000 active; AID 489030; active means inhibition of at least 40% at 20 µM;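 further: plate controls were DMSO wells for no effect and DEVD-CHO caspase inhibitor wells for full effect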
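System: Apoptosome proteins | Medium: Hepes pH 7.5 with detergent and BSA | Also added: Cytochrome c trigger plus (Z-DEVD)2-Rh110 caspase-3 substrate | Incubation: 30 min compound preincubation, 50 min activation, room temperature | Detection: Rhodamine 110 fluorescence at Ex 480/Em 540 nm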
hIAP activ = increases human intestinal alkaline phosphatase activity | AID 2524 | P09923 | purified human IAP, CDP-Star luminescence, 30 min; active compounds read high; 1 = vehicle-only enzyme, 0 = enzyme-free background | 0.16% of 330,000 active | activation factor at 10 µM;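 active means activation factor of the enzyme at least 2-fold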; further: the source names both 10 and 20 µM as test concentration; values of inactives mirror those of a sister screen read the other way
Target sequence (P09923 whole entry, looked up): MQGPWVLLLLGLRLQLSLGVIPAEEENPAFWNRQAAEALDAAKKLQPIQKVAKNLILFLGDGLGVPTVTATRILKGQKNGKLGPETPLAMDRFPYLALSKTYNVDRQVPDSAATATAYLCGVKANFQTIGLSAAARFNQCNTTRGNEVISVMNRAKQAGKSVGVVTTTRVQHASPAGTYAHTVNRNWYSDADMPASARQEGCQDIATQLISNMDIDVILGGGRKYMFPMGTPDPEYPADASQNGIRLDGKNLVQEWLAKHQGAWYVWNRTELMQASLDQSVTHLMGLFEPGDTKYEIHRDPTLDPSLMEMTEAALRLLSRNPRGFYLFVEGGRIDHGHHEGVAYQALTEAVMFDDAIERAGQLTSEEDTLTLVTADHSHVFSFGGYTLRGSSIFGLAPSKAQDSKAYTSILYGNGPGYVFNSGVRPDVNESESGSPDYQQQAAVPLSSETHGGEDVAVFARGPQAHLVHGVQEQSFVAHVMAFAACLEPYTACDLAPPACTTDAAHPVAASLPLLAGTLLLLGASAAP
mIAP act = increases mouse intestinal alkaline phosphatase activity; muIAP, CDP-Star luminescence, 30 min; active compounds read high; 1 = vehicle-only enzyme signal, 0 = enzyme-free wells; activation factor at 10 µM; 0.24% of 330,000 active;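 active means activation factor of at least 2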; further: the source names both 10 and 20 µM as test concentration; values of inactives mirror those of a sister screen read the other way
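System: mouse IAP enzyme. Reagent: CDP-Star chemiluminescent phosphatase substrate. Benchmarks: DMSO wells, no-enzyme wells. Times: 30 min enzyme-substrate-compound incubation at room temperature. Detection: luminescence from enzymatic CDP-Star hydrolysis. Doses: test compounds delivered from DMSO solution.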
hIAP inh = human IAP inhibition; inhibition, % at 10 µM; 0.12% of 330,000 active; purified IAP, CDP-Star luminescence, 30 min;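 active means inhibition reaching a set limit with compound at 10 µM in the primary screen, cut at about 35% in these data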;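 further: plate controls were DMSO wells with enzyme for no effect and no-enzyme buffer wells for full effect; values of inactives mirror those of a sister screen read the other way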
NALP3 yeast inh = NALP3 inhibition in yeast; Yeast reconstituted NLRP3/ASC/caspase-1, beta-gal luminescence, 24 h; inhibition, % at 10 µM; 0.39% of 330,000 active; AID 2825;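 active means inhibition of 50% or more; inactive means inhibition below 50%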;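 further: plate controls were induced DMSO wells for no effect and uninduced yeast grown without galactose for full effect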
tim10-1 inh = growth inhibitors of tim10-1 mutant yeast. S. cerevisiae tim10-1 ts strain growth, BacTiter-Glo, 24 h. inhibition, % at 20 µM. 2.2% of 330,000 active;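 active means inhibition of at least 40%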;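 further: mutant grown at 25 °C; 0% = DMSO wells with yeast and 100% = wells holding no yeast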
* marks the source's active call; other numbers are inactive results; · = no result given.

SMILES	mIAP block	ATG4B inh	TIM10 inh	Apaf1 inhib	hIAP activ	mIAP act	hIAP inh	NALP3 yeast inh	tim10-1 inh
Cc1ccc(-n2c(SCC(=O)NCc3ccco3)nc3c([nH]c4ccccc43)c2=O)cc1	1	2	-28	7	0.8	0.99	20	19	-8
COCC(=O)Nc1ccc(S(=O)(=O)Nc2cc(C)nc(C)n2)cc1	-1	4	1	-4	0.88	1	12	0	15
CC1CN(C(=O)CCC(=O)NCCCN2CCC(Cc3ccccc3)CC2)c2cc(Cl)ccc2O1 (stereo not given)	-4	3	-49	24	1.1	1	-7	17	-2
O=C(NN1C(=O)C2C3C=CC([C@H]4CC34)[C@@H]2C1=O)c1ccc(Br)cc1 (stereo not given in full)	6	-2	-13	-13	0.99	0.94	1	7	-3
C=C(C)COc1ccc(-c2[nH]ncc2-c2ccc(OC)c(OC)c2)c(O)c1	5	-3	33	6	1.7	0.95	-74	-2	46*
CC(=O)OCCCN1C(=O)c2ccc(Br)cc2C1=O	7	-8	-4	-10	0.86	0.93	14	7	12
COC(=O)C1=CN(Cc2ccc(OC)cc2)C=C(C(=O)OC)C1c1ccsc1	-36	-10	-13	18	1.3	1.4	-34	34	-7
COc1cccc(OCc2cc(C(=O)N(Cc3nccn3C)C(C)C)no2)c1	4	-3	1	-7	1.1	0.96	-12	7	-6
O=C1CC2(CCCC2)Oc2ccccc21	-6	-5	-4	9	0.75	1.1	25	-1	1
Cc1ccc(C)c(CSc2nnc(C)c(=O)[nH]2)c1	6	-8	6	1	0.98	0.94	2	14	8
COCCn1c(SCC(=O)Nc2ncc(C)s2)nc2sc3c(c2c1=O)CCC3	8	·	5	15	1.1	0.92	-6	14	31
CSc1nc(C)cc(OCNC(=O)c2cccs2)n1	-3	1	-5	-17	1.1	1	-14	15	3
Cc1ccc(CNC(=O)c2ccc(N3CCC4(CC3)CC(c3cccc(Br)c3)=NO4)c(NC(=O)c3ccco3)c2)cc1	-5	-4	10	5	0.91	1	9	18	-5
CC(=O)Nc1ccc2c(COC(=O)[C@@H](NS(=O)(=O)c3ccc(C)cc3)C(C)C)cc(=O)oc2c1	4	-6	-3	6	0.89	0.96	11	13	-5
CCNC(=O)NC(=O)COC(=O)c1cccc(S(=O)(=O)N2CC3(C)CC2CC(C)(C)C3)c1 (stereo not given)	-10	8	13	21	1.1	1.1	-8	14	28
C/C(=N\NC(=O)CSc1nc2ccccc2s1)c1cccnc1	1	-6	6	0	0.99	0.99	1	13	-5
COc1ccc(-c2cc(C)no2)cc1S(=O)(=O)NCc1ccc(OC(C)C)cc1	3	-9	-5	8	1	0.97	0	4	15
CCC(=O)NCCn1ccc2ccccc21	0	-7	-9	7	1	1	-2	-6	5
Cc1ccc(S(=O)(=O)N(CC(=O)NCCSC2CCCCC2)c2ccccc2F)cc1	-7	4	-5	16	1.2	1.1	-18	17	24
Cc1ccccc1Nc1ccc(S(=O)(=O)N2CCOCC2)cc1[N+](=O)[O-]	4	32	5	7	0.88	0.96	12	14	3

Some of the entries above in another layout:
Structure | mIAP block | ATG4B inh | TIM10 inh | Apaf1 inhib | hIAP activ | mIAP act | hIAP inh | NALP3 yeast inh | tim10-1 inh
Cc1ccc(S(=O)(=O)N(CC(=O)NCCSC2CCCCC2)c2ccccc2F)cc1 | -7 | 4 | -5 | 16 | 1.2 | 1.1 | -18 | 17 | 24
COCCn1c(SCC(=O)Nc2ncc(C)s2)nc2sc3c(c2c1=O)CCC3 | 8 | · | 5 | 15 | 1.1 | 0.92 | -6 | 14 | 31
CSc1nc(C)cc(OCNC(=O)c2cccs2)n1 | -3 | 1 | -5 | -17 | 1.1 | 1 | -14 | 15 | 3

Further entries.
SMILES	mIAP block	ATG4B inh	TIM10 inh	Apaf1 inhib	hIAP activ	mIAP act	hIAP inh	NALP3 yeast inh	tim10-1 inh
O=S(=O)(Nc1ccc2c(c1)OCCO2)c1ccc(F)c(F)c1	1	2	18	7	1	0.99	0	11	-6
CCc1cccc(NS(=O)(=O)c2cccc3cccnc23)c1	6	-3	20	6	1	0.94	-1	-2	0
CC(=O)Nc1ccc(NC(=O)CSc2nnc(C)n2-c2ccccc2)cc1	-5	-3	3	-16	1.2	1.1	-22	6	-4
COc1ccc(C(C)(C)C)cc1NC(=O)COC(=O)C1=NNC(=O)CC1	-4	0	9	-3	0.93	1	8	-11	0
O=C(c1ccccc1)c1ccc(Sc2ccc([N+](=O)[O-])cc2)cc1	17	6	-3	-7	0.87	0.83	13	7	0
COc1ccc2oc(C(=O)N3CCN(S(=O)(=O)c4ccc(F)cc4)CC3)c(C)c2c1	8	-14	19	10	1	0.92	-5	18	18
C/C(=N\NC(N)=O)c1ccc(-n2ccnc2)cc1	-4	-6	-6	-8	1	1	-3	20	19
COc1c(Cl)cnn(-c2ccc(Cl)c(Cl)c2)c1=O	13	-4	-2	7	1.2	0.87	-16	16	0
C=CCc1cc(C)ccc1OCC(O)CN1CCN(c2ccccc2)CC1 (stereo not given)	0	-5	10	15	0.97	1	3	38	0
C=C(C)Cn1c(SCC(=O)O)nnc1-c1ccccc1	4	8	11	-6	0.98	0.96	2	2	7

Shown as a markdown table: 5 of the compounds above.
| SMILES | mIAP block | ATG4B inh | TIM10 inh | Apaf1 inhib | hIAP activ | mIAP act | hIAP inh | NALP3 yeast inh | tim10-1 inh |
| --- | --- | --- | --- | --- | --- | --- | --- | --- | --- |
| CC(=O)Nc1ccc(NC(=O)CSc2nnc(C)n2-c2ccccc2)cc1 | -5 | -3 | 3 | -16 | 1.2 | 1.1 | -22 | 6 | -4 |
| COc1ccc(C(C)(C)C)cc1NC(=O)COC(=O)C1=NNC(=O)CC1 | -4 | 0 | 9 | -3 | 0.93 | 1 | 8 | -11 | 0 |
| O=C(c1ccccc1)c1ccc(Sc2ccc([N+](=O)[O-])cc2)cc1 | 17 | 6 | -3 | -7 | 0.87 | 0.83 | 13 | 7 | 0 |
| COc1ccc2oc(C(=O)N3CCN(S(=O)(=O)c4ccc(F)cc4)CC3)c(C)c2c1 | 8 | -14 | 19 | 10 | 1 | 0.92 | -5 | 18 | 18 |
| C/C(=N\NC(N)=O)c1ccc(-n2ccnc2)cc1 | -4 | -6 | -6 | -8 | 1 | 1 | -3 | 20 | 19 |

Later entries.
SMILES	mIAP block	ATG4B inh	TIM10 inh	Apaf1 inhib	hIAP activ	mIAP act	hIAP inh	NALP3 yeast inh	tim10-1 inh
Cc1cccc(NC(=S)Nc2ccccn2)c1	11	3	7	14	0.92	0.89	8	27	40
COc1ccc(NC(C(=O)Nc2cccc(C(C)=O)c2)c2ccccc2)cc1 (stereo not given)	3	5	19	-14	1	0.97	0	5	15
COc1cccc(NC(=O)CCSc2nnc3scc(-c4ccccc4)n23)c1	-1	-14	10	1	0.96	1	4	-5	6
Cc1cc(C(=O)Nc2c(F)cc(F)cc2Br)no1	-14	-5	-17	-2	1.2	1.1	-20	6	-3
CCN(CC)C(=O)C1CCC(CNS(=O)(=O)c2cccc3nsnc23)CC1 (stereo not given)	-6	0	9	5	1.3	1.1	-31	16	5
O=C(C1CCCC1)N1CCN=C1SCc1cccc([N+](=O)[O-])c1	-7	2	23	-15	0.9	1.1	10	-10	32
COc1ccccc1C(=O)NCCCN1CCCC1=O	-2	4	-9	-12	1	1	0	12	6
CCc1cc2c(=O)n(-c3ccc(Br)cc3)cnc2s1	14	6	14	-10	1.1	0.86	-6	25	16
COc1cc(CNCc2ccccc2)c(Br)cc1OC1CCCC1	5	4	3	15	1.1	0.95	-14	44	21
Cc1c(Cl)cccc1NC(=O)CC1NCCNC1=O (stereo not given)	-7	0	0	-1	1.1	1.1	-7	18	1
CCc1ccc(NC(=O)C2CCN(S(=O)(=O)c3ccc4[nH]c(=O)ccc4c3)CC2)cc1	23	-3	-24	8	0.9	0.77	10	14	-10
Cc1cc(C)cc(C(=O)NCC(=O)OCC(=O)N(C)c2ccccc2)c1	6	-20	2	-21	0.94	0.94	6	-9	17
COc1ccc(CCNC(=O)C(=O)NCC2OCCN2S(=O)(=O)c2ccc(C)cc2)cc1 (stereo not given)	6	-18	3	2	0.87	0.94	13	6	9
C=CCOc1c(CNc2ccc3[nH]c(=O)[nH]c3c2)cccc1OC	-5	5	6	-5	0.92	1	8	7	11
CC(C)OC(=O)/C(=C\c1ccc2c(c1)c1ccccc1n2C)NC(=O)c1ccccc1	6	-7	10	23	0.93	0.94	7	9	20
COc1ccc(Cl)cc1NC(=O)C1CCN(S(C)(=O)=O)CC1	6	3	-5	-4	1.1	0.94	-14	3	-15
CN(C(=O)c1ccc(S(=O)(=O)N(C)C)cc1)c1ccc2ccccc2c1	0	-2	9	10	0.85	1	15	-1	-1
COc1ccc(N=Nc2ccc(O)c3ncccc23)cc1	-9	2	-3	0	1.1	1.1	-14	32	11
CCOC(=O)c1[nH]n(-c2ccc(Cl)cc2)c(=O)c1C	-2	-8	-1	-8	0.93	1	7	-1	0
COc1ccc(-n2cnnc2SCC(=O)Nc2cc(C(C)(C)C)nn2-c2ccccc2)cc1	-11	-13	15	11	0.76	1.1	24	21	32
COc1cc(CN2CCNC(=O)C2CC(=O)N2CCCCO2)cc(OC)c1 (stereo not given)	5	-2	-7	-3	0.94	0.95	6	2	2
CCC(C)NC(=O)CSc1nc2c(sc(=S)n2Cc2ccco2)c(=O)n1-c1ccccc1 (stereo not given)	-1	-9	0	8	1	1	-1	-9	18
Cc1cc(C)c2oc(C(=O)N(Cc3ccccc3)C3CCS(=O)(=O)C3)cc(=O)c2c1 (stereo not given)	-10	-12	0	11	1.1	1.1	-14	-7	5
CS(=O)(=O)N1CCN(c2ccccc2NC(=O)c2ccc3ccccc3c2)CC1	3	-15	21	9	1	0.97	-4	6	31
Cc1cc(C)cc(N(CCC#N)C(=O)COC(=O)c2ccccc2SCC(=O)N2CCCC2)c1	-3	-10	-5	10	1.3	1	-33	19	6
COc1ccccc1N(CC(=O)N/N=C(\C)c1ccc(F)cc1)S(=O)(=O)c1ccccc1	-2	-7	3	-11	0.98	1	2	-9	9
CCN1CCCC1CNC(=O)C1CCN(C(=O)c2cc3sccc3n2Cc2ccc(F)cc2)CC1 (stereo not given)	-6	-2	12	4	0.98	1.1	2	31	17
CCC(C)C1=CC(=Nc2c(C)n(C)n(-c3ccccc3)c2=O)C=C(C(C)CC)C1=O (stereo not given)	18	7	32	19	0.79	0.82	22	25	26
CC1=C(C(=O)O)N2C(=O)C(NC(=O)c3nn(C)cc3Cl)C2SC1 (stereo not given)	-4	-5	-9	3	0.9	1	10	6	-11
Cc1onc(-c2ccccc2)c1C(=O)N1CCC(C)CC1	-3	13	11	2	1	1	0	5	12
O=C(NCCc1ccc(Cl)cc1)c1ccc2nc[nH]c2c1	5	-4	-14	-8	1.3	0.95	-26	3	2
CCC(c1nnnn1Cc1ccco1)N1CCC(C(N)=O)CC1 (stereo not given)	1	-6	1	-3	0.69	0.99	31	5	12
